CHX counter: counter-screen for Shiga toxin inhibitors: cycloheximide protein synthesis inhibition; max response, %; AID 2314; cell reporter, cycloheximide protein synthesis inhibition counterscreen; actives 12% (n = 300,000); in the data active = max response mostly above about 13%, no sharp cut-off; inactive = mostly below about 14%; also: read at 38.3 µM for the half of the compounds with a filed dose; 0% is about no effect
LmPK inh: blocks Leishmania mexicana pyruvate kinase activity | Q27686 | AID 1721 | purified LmPK, Kinase-Glo ATP luminescence, 1 h | actives 0.37% (n = 290,000) | Potency, µM (series often up to 57.5 µM), inactives show top-dose activity change, negative = inhibition, most hits filed as inhibitors; also: potency is read from the fitted curve at half-maximal effect; % is scaled to controls: 0 for no effect and ±100 for the full control effect
Target sequence (Q27686 whole entry, looked up): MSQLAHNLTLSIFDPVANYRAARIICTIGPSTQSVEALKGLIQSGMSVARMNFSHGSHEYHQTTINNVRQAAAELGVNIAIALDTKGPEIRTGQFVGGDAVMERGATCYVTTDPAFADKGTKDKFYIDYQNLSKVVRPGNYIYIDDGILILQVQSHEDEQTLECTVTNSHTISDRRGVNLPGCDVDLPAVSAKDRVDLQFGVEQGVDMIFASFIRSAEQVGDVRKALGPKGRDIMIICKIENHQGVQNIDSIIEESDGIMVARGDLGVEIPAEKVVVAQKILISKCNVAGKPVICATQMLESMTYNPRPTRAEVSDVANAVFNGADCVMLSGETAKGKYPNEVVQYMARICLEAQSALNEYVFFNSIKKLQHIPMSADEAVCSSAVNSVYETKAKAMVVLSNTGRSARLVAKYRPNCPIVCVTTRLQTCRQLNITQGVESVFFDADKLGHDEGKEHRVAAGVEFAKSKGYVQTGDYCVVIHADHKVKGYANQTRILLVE
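qHTS format; LmPK 0.1 nM; substrates PEP 0.5 mM and ADP 0.1 mM. One-hour room-temperature incubation, then coupled luciferase luminescence; 0.5 nM enzyme wells mark activation.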
Pf growth 96h: inhibits malaria parasite growth, 96 h. P. falciparum luciferase reporter growth, 96 h. Potency, µM (titrated, usually from 28.7 µM), for inactives: top-dose activity change, negative = inhibition, usual class: inhibitors. actives 6.9% (n = 320,000); also: potency is read from the fitted curve at half-maximal effect; % is scaled to controls: 0 for no effect and ±100 for the full control effect
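Infected RBCs, 2% Hct / 0.05% parasitemia final; luciferase-reporter P. falciparum; cpd 96 h, 37 C, 5% CO2; luciferase detection reagent; luminescence.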
AMA1-RON2 inh: inhibitors of Plasmodium falciparum AMA1-RON2 interaction; AlphaScreen AMA1-biotinylated RON2 peptide binding; Potency, µM (titrated, usually from 58.2 µM), without a hit: at the top dose activity change, negative = inhibition, most hits filed as inhibitors; actives 0.2% (n = 360,000); AID 720542;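 also: potency is read from the fitted curve at half-maximal effect; 0% = vehicle wells and -100% = peptide control; nearly all actives have a fitted effect of over 45% in size; some results filed as inactive show a strong effect at the top dose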
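AMA1 (3D7) with his tag at 25 nM final met compounds first, then biotinylated RON2 peptide at 25 nM; detection used donor plus acceptor beads, 10 µg/mL apiece, read by AlphaScreen after 30 min at room temperature.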
Shiga inhibitor: Shiga toxin inhibition; AID 2315; inhibition, % at 38.7 µM; actives 9.2% (n = 290,000); Vero cells, Shiga toxin protein synthesis inhibition reporter; in the data active = inhibition mostly above about 28%, no sharp cut-off; inactive = mostly below about 43%; also: 0% is about no effect
Tb PYK inh: blocks Trypanosoma brucei pyruvate kinase | TbPYK enzyme, Kinase-Glo Plus ATP luminescence, 45 min | Potency, µM (highest dose often 76.8 µM), for inactives: at the top dose activity, negative = inhibition, most hits filed as inhibitors | actives 0.12% (n = 410,000) | AID 624173; also: potency is read from the fitted curve at half-maximal effect; % is scaled to controls: 0 for no effect and ±100 for the full control effect; nearly all actives have a fitted effect of over 50% in size
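Glycolytic pyruvate kinase of T. brucei was incubated with substrate, test compound and 130 uM ADP for 45 minutes at room temperature. Luminescent Kinase-Glo Plus signal was measured after 10 minutes.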
Pf growth 48h: inhibits P. falciparum growth in the first generation, 48 h; P. falciparum luciferase growth in erythrocytes, 48 h; Potency, µM (highest dose often 28.7 µM), without a hit: at the top dose activity change, negative = inhibition, actives largely listed as inhibitors; actives 5.9% (n = 310,000); also: potency is read from the fitted curve at half-maximal effect; % is scaled to controls: 0 for no effect and ±100 for the full control effect
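First compound was added to culture medium, then infected red cells at 0.1% parasitemia and 2% hematocrit (final). After incubation at 37 C under 5% CO2, luciferase detection reagent was dispensed and light output recorded.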
Active calls of the source: *; ? = inconclusive; . = no result given; + = active, no number; & = joins results of further samples; [ ] = remark or other dose. Unless noted, calls follow the shape of the dose curve; as a rule, active = well fitted curve in the direction sought with a large enough effect; inconclusive = small, poorly fitted or top-dose-only effect, or another doubt; inactive = no such curve, though single readings can be large; an effect the other way counts as inactive or inconclusive.

SMILES | CHX counter | LmPK inh | Pf growth 96h | AMA1-RON2 inh | Shiga inhibitor | Tb PYK inh | Pf growth 48h
c1ccc(C(c2ccccc2)c2noc(CN3CCN(C4CCCC4)CC3)n2)cc1 | -1 | 6% | -16% | -4% | -1 | -3% | ?
O=C(Cn1c(=O)sc2ccccc21)NCc1ccccn1 | 18* | 0% | ? | 14% | 54* | -1% | 27%
CCOC(=O)c1cccc(C2=CC(=O)C[C@H](c3ccc(OC)cc3)C2)c1 | . | . | -31% | -27% | . | -15% | -19%
Cc1cccc(C(=O)c2cn[nH]c2-c2ccccc2O)c1 | -1 | 5% | -1% | 135%[activator] | -14 | -4% | -10%
Cn1cccc1/C=N\NC(=O)Cc1ccc(Br)c2ccccc12 | 13 | 2% | -11% | 3% | -15 | 1% | -19%
O=C(NCc1ccco1)c1sc(=S)n2c1[nH]c(=O)c1ccccc12 | 8 | ? | 94%[activator] | -7% | -20 | -23% | 20%
CCOc1ccc(-c2nnc3ccc(SC)nn23)cc1 | 1 | -3% | ? | 0% | -1 | 4% | 20%
CCCCCCCC(=O)N/N=C(\C)c1ccc(O)cc1O | -4 | 3% | -23% | 10% | -2 | -11% | -7%
CC1=Nn2c(nc3sc4c(c3c2=O)CCCC4)SC1 | 24* | -7% | 200%[activator] | 7% | 57 | -7% | 59%[activator]
COC(=O)c1ccc(-c2nc(-c3cccs3)no2)cc1 | 40* | -25% | -18% | 8% | 65* | -25% | .
CC(C)N(Cc1nc(-c2ccc(Cl)cc2)no1)C(=O)CCC1CCCC1 | 20 | 9% | -19% | 21% | -5 | -4% | .
Cc1ccc(NC(=O)N2CCCC2C(=O)NCc2cccs2)cc1 (centres undefined) | 2 | -2% | -21% | 6% | 23 | 2% | -11%
CCc1nc2oc3cc(OC)ccc3c(=O)c2c(=O)n1-c1ccccc1 | 2 | 8% | . | -1% | -17 | 6% | 56%[activator]
CCCCn1c(N)c(N(CCOC)C(=O)C(C)N2C(=O)c3ccccc3C2=O)c(=O)[nH]c1=O (centres undefined) | . | . | 30% | 18% | . | 1% | 20%
Cc1ccccc1NC(=O)c1ccc(NC(=O)C2CCCO2)cc1 (centres undefined) | -3 | -5% | -13% | 11% | 41 | -2% | 27%
Cc1nn(Cc2ccccc2)c(C)c1NS(=O)(=O)c1ccccc1 | 5 | 6% | 10µM* | 9% | -6 | ? | 9%
CC1(C)CC2(CC(c3ccccc3)Oc3cc(O)ccc32)NC(=O)N1 (centres undefined) | -2 | 3% | 7% | . | 13 | . | -7%
CC(C)CCn1nnnc1CN1CCN(C(=O)c2ccco2)CC1 | -6 | -1% | ? | -21% | -2 | 4% | 8%
O=C(CN1C(=O)C2C3C=CC(C4CC34)C2C1=O)NCc1ccco1 (centres undefined) | -3 | 5% | 117%[activator] | -15% | -3 | -16% | 12%
COc1ccc([N+](=O)[O-])cc1NC(=O)c1ccc(N(Cc2ccccc2Cl)S(C)(=O)=O)cc1 | -2 | -6% | ? | -5% | -14 | -10% | 34%[activator]
O=C(CCN1CCOCC1)N/N=C/c1cc([N+](=O)[O-])ccc1OC(F)F | 12 | -1% | 24% | -2% | -2 | -4% | -10%
O=C(CSc1ccccc1)Nc1ccc2c(c1)OCO2 | 47* | 3% | -20% | -7% | 65* | -1% | 169%[activator]
CCOc1ccc(-c2cccc(NC(=O)c3ccc(Br)o3)c2)nn1 | . | . | -26% | -1% | . | 2% | -5%
COc1ccc(CCNc2ccc(C(CC(N)=O)NC(=O)c3ccc(Br)cc3)cc2[N+](=O)[O-])cc1 (centres undefined) | -5 | -4% | ? | -3% | -7 | 5% | ?
COc1cc(-c2nc(N)n[nH]2)cc(OC)c1OC | -1 | -2% | . | -3% | -6 | -3% | -2%

Carrying on:
SMILES | CHX counter | LmPK inh | Pf growth 96h | AMA1-RON2 inh | Shiga inhibitor | Tb PYK inh | Pf growth 48h
Cc1cc(S(=O)(=O)Nc2cccc(Cl)c2)c(C)s1 | -2 | 10%[11.5 µM] | ? | 12% | 1 | -2% | 31%
CN(C)S(=O)(=O)c1cccc(NC(=O)COC(=O)/C=C/c2ccc([N+](=O)[O-])cc2)c1 | 7 | 1% | 25% | 10% | 16 | 2% | 14%
COc1ccc(C(CC(=O)Nc2ncccc2C)N2Cc3ccccc3C2=O)cc1 (centres undefined) | 19 | 7% | 20% | 6% | -15 | 1% | -11%
Cc1ccc(CN2CCNC(=O)C2CC(=O)N2CCN(c3ncccn3)CC2)o1 (centres undefined) | -1 | -1% | ? | 10% | -12 | -3% | -2%
CCOc1ccc2nc(N(CCCN(C)C)C(=O)c3ccc(S(=O)(=O)N4CCc5ccccc5C4)cc3)sc2c1 | 4 | 0% | ? | 0% | 30 | 2% | ?
CN1CCN(c2nc3c(c(=O)n(C)c(=O)n3C)n2CCSc2nnnn2-c2ccccc2)CC1 | -3 | 2% | -6% | -7% | -13 | -9% | 0%
CNC(=S)N1CCC(c2nc3ccccc3s2)CC1 | 28* | 1% | 2% | 2% | 46 | -5% | 84%[activator]
COc1ccc(C)cc1NC(=O)c1ccc([N+](=O)[O-])cc1[N+](=O)[O-] | 1 | -2% | ? | -3% | -6 | -4% | -16%
Nc1ncc(Br)cc1S(=O)(=O)NCCc1ccccc1 | -4 | 6% | -21% | 0% | -5 | 1% | 5%
CC(C)(C)c1ccc(/C=N/Nc2cccc(C(=O)O)c2)cc1 | 104* | -1% | 7% | 3% | + | -2% | 339%[activator]
O=[N+]([O-])C(=C1Nc2ccccc2N1)/C(Cl)=C(/Cl)Br | 0 | -3% | -3% | -15% | -6 | -17% | 3%
CCCN(CCC)CCCNC(=O)Cn1cnc2sc(C)c(S(=O)(=O)N3CCCCC3)c2c1=O | -3 | 0% | 1% | -6% | -7 | 1%&4% | ?
CCC(=O)Nc1cccc(C(=O)Nc2nccs2)c1 | 14 | 2% | 121%[activator] | 25% | 23 | -5% | 39%[activator]
COc1ccc(S(=O)(=O)N2CCOCC2)cc1NC(=O)c1ccc(Cl)cc1 | . | . | 8.3µM* | -15% | . | 4% | -12%
CC1CCN(S(=O)(=O)c2ccc3c(c2)N(CC(=O)NCCCN(Cc2ccccc2)C(C)C)C(=O)CO3)CC1 | 7 | -2% | 20% | 8% | -15 | 1% | ?
COc1ccc(Br)cc1C(=O)Nc1cccc(C)c1C | -3 | -2% | 0% | -30% | 26 | 5% | 16%
Cc1ccc(CN2CCN(Cc3ccc(-n4cccn4)cc3)CC2CCO)cc1 (centres undefined) | -2 | 8% | -17% | 5% | 15 | -5% | -14%
O=C(COc1ccc2ccccc2c1)N/N=C/C1CC=CCC1 (centres undefined) | -4 | -5% | ? | 50%[activator] | 2 | -5% | -3%
CC12CC(c3ccccc3O1)C(/C(N)=N/NC(=O)c1ccc(F)cc1)C(=O)N2 (centres undefined) | -1 | -3% | -5% | 137%[activator] | 3 | -4% | -7%
CN(C(=O)COC(=O)c1nc(Cl)ccc1Cl)C1CCS(=O)(=O)C1 (centres undefined) | -1 | 3% | 23% | 17% | -15 | 6% | 2%
Cc1cc(C)cc(N(CC(=O)NCc2ccco2)S(=O)(=O)c2c(C)noc2C)c1 | -2 | 14% | ? | 7% | 27 | -2% | .
CCN(CC)C(=O)N1CCC(NC(=O)c2ccccc2)CC1 | -2 | -1% | 51% | ? | -6 | -15% | -7%
Cc1cc(C)cc(OCC(=O)OCC(=O)N(C)CC(=O)Nc2ccc(F)cc2)c1 | . | . | ? | 4% | . | -3% | 1%
COc1ccc2[nH]c3c(c2c1)CCN=C3C | . | . | ? | -24% | . | -7% | 9.3µM*
O=C(Nc1cccc(C(F)(F)F)c1)NC1CCCCC1 | 16 | 6% | . | 16% | 15 | 5% | .

(cont.)
SMILES | CHX counter | LmPK inh | Pf growth 96h | AMA1-RON2 inh | Shiga inhibitor | Tb PYK inh | Pf growth 48h
COc1ccc(N2CCN(S(=O)(=O)/C=C/c3ccccc3)CC2)cc1 | -3 | 2% | 1% | -12% | -6 | 5% | 11%
COc1ccc2[nH]c3c(NCCN(C(C)C)C(C)C)ncnc3c2c1 | -5 | 6% | 0.47µM* | -6% | -6 | -3% | 2.6µM*
Cc1oc(-c2ccccc2)nc1Cn1cccc1C1=NC(c2ccccc2)CO1 (centres undefined) | -2 | 3% | 5.2µM* | ? | -3 | -5% | ?
COc1ccc(/C=N/NS(=O)(=O)c2ccc(C)cc2)cc1OC(=O)c1ccccc1 | -1 | 3% | 17% | -16% | -2 | 7% | 18%
CC(C)(C)C(=O)CN1C(=O)NC(c2ccccc2)(c2ccccc2)C1=O | -5 | -5% | ? | -8% | -5 | -1% | ?
Cc1ccc(NC(=O)c2ccc3c(=O)n4c(nc3c2)CCCCC4)cc1F | 9 | 11% | ? | -3% | 21 | 1% | -12%
CCC(C)NC(=O)CC(NS(=O)(=O)c1ccc(NC(C)=O)cc1)C(C)C (centres undefined) | 11 | -15% | 18% | 0% | 27 | -3% | -24%
COc1cccc2sc(N(CCN(C)C)C(=O)c3ccc(S(=O)(=O)N4CCCC4)cc3)nc12 | 11 | -6% | -28% | -9% | 27 | -2% | 15%
CC(=O)c1cccc(N(CC(=O)NCC2CCCO2)C(=O)CCC(=O)Nc2cc(C)on2)c1 (centres undefined) | 1 | -1% | 0% | -4% | 23 | 1% | 5%
O=C(COC(=O)/C=C/c1ccccc1)NC1CCS(=O)(=O)C1 (centres undefined) | . | . | 2% | -2% | . | 3% | 16%
Nc1ccccc1C(=O)OCCc1ccccc1 | . | . | 301%[activator] | 33%[activator] | . | 1% | 165%[activator]
COc1ccc(NC(=O)CS(=O)(=O)c2ccc(Br)cc2)cc1 | 5 | 0% | 8% | -7% | -4 | -9% | .
Cc1cc(C)c(S(=O)(=O)NC(C)C)c(C)c1-n1cnnn1 | -1 | -8% | -13% | 23% | -5 | -2% | 6%
Cc1ccc(C)c(NC(=O)NNC(=O)c2cc3ccccc3cc2O)c1 | 11 | -5% | 11% | 42%[activator] | -19 | -3% | 30%
O=S(=O)(c1ccc(F)cc1)N1CCC(O)(c2ccc3c(c2)OCO3)CC1 | 13 | 2% | . | 9% | -8 | 0% | 8%
O=C(NC1CCCC1)C(c1ccc(Cl)cc1)N1CCN(C2CCCCC2)CC1 (centres undefined) | -2 | -4% | -26% | 15% | -7 | 2% | ?

Six entries drawn at random from those above, as already listed:
SMILES | CHX counter | LmPK inh | Pf growth 96h | AMA1-RON2 inh | Shiga inhibitor | Tb PYK inh | Pf growth 48h
Cc1ccc(NC(=O)c2ccc3c(=O)n4c(nc3c2)CCCCC4)cc1F | 9 | 11% | ? | -3% | 21 | 1% | -12%
CCC(C)NC(=O)CC(NS(=O)(=O)c1ccc(NC(C)=O)cc1)C(C)C (centres undefined) | 11 | -15% | 18% | 0% | 27 | -3% | -24%
Cc1oc(-c2ccccc2)nc1Cn1cccc1C1=NC(c2ccccc2)CO1 (centres undefined) | -2 | 3% | 5.2µM* | ? | -3 | -5% | ?
Cc1cc(C)c(S(=O)(=O)NC(C)C)c(C)c1-n1cnnn1 | -1 | -8% | -13% | 23% | -5 | -2% | 6%
COc1ccc2[nH]c3c(NCCN(C(C)C)C(C)C)ncnc3c2c1 | -5 | 6% | 0.47µM* | -6% | -6 | -3% | 2.6µM*
O=C(NC1CCCC1)C(c1ccc(Cl)cc1)N1CCN(C2CCCCC2)CC1 (centres undefined) | -2 | -4% | -26% | 15% | -7 | 2% | ?

Compound activity deposited in PubChem by National Center for Advancing Translational Sciences (NCATS).
